Screens: PubChem BioAssay, several laboratories
MgcRacGAP inhibition: MgcRacGAP GTPase-activating activity inhibitors, confirmation, biochemical, ADP Hunter fluorescence; MgcRacGAP-stimulated Rac1 GTP hydrolysis, ADP Hunter fluorescence; higher % means a stronger effect; GST-tagged Rac1 F28L mutant substrate; inhibition, % at 30 µM, or IC50 in µM where a hit was titrated; 0.6% of 340,000 active; AID 624330;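 active means first-screen hits whose inhibition reached a set limit at any dose in the follow-up dose series; inconclusive means inhibition above the set first-screen limit but never retested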;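 further: fluorescence reports GDP produced by GAP-driven GTP hydrolysis; strong numbers were not always called active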
AID2073: inhibitors of Mint1-CaV2.2 protein interaction, biochemical, HTRF (AID 2073) | HTRF protein-protein interaction, Mint1-CaV2.2; higher % means a stronger effect | inhibition, % at 20 µM, or IC50 in µM where a hit was titrated | 0.19% of 290,000 active; in the data active means inhibition mostly above about 51%, no sharp cut-off; inconclusive means no clear call, values can overlap the other calls; inactive means mostly below about 53%; further: some results filed as inactive read as strong as hits
GPR55 activation: selective activators of receptor GPR55 – imaging, U2OS cells, beta-arrestin-GFP redistribution, primary screen (AID 1961). U2OS GPR55 beta-arrestin-GFP redistribution imaging; higher % means a stronger effect. activation, % at 10 µM, or EC50 in µM where a hit was titrated. 0.048% of 290,000 active;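 active means activation above 40% with more than 50 cells counted in the well; inconclusive means wells holding fewer than 50 cells, flagged as toxic or sparse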;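 further: U2OS osteosarcoma cells stably expressing GPR55 and beta-arrestin-GFP; plate controls were DMSO negative control for no effect and LPI positive control for full effect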
NS5 inhibitors: Dengue-2 NS5 methyltransferase inhibitors, primary screen, biochemical, confirmation dose response (AID 588689). Dengue-2 NS5 methyltransferase capping enzyme assay, biochemical; higher % means a stronger effect. inhibition, % at 25 µM, or IC50 in µM where a hit was titrated. 0.3% of 340,000 active; in the data active means a potency from the dose series; inconclusive means inhibition above about 29% without an active follow-up result
Yfh1-depleted yeast: mitochondrial function rescue without frataxin homolog – Friedreich's ataxia, plus single-dose screen, dose response (AID 1465) | fold induction at 50 µM; hits with a dose series show EC50 in µM | S. cerevisiae Yfh1-off respiration, WST-1 reduction, 72 h; higher fold induction means a stronger effect | 0.074% of 220,000 active;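 active means fold induction of absorbance versus untreated yeast above a set limit, then at least 30% activation at any dose in follow-up; inconclusive means repeats straddling the limit, or above it without dose testing; inactive means fold induction below the set limit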;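 further: activators that raise dye reduction in frataxin-depleted yeast; strong numbers were not always called active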
NTR1 ag: agonists of NTR1, primary screen, imaging, U2OS cells, beta-arrestin-GFP, high content (AID 493036) | P30989 | NTR1-U2OS beta-arrestin-GFP spot imaging, agonist mode | activation, % at 20 µM | 0.17% of 330,000 active;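 active means activation at or above 40% of the spot to cytoplasm intensity ratio, with at least 20 cells analyzed; inconclusive means wells under 20 cells, flagged as cytotoxic or low count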;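 further: 0% = DMSO without peptide and 100% = 100 nM NTR1 peptide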
Target sequence (P30989 whole entry, looked up): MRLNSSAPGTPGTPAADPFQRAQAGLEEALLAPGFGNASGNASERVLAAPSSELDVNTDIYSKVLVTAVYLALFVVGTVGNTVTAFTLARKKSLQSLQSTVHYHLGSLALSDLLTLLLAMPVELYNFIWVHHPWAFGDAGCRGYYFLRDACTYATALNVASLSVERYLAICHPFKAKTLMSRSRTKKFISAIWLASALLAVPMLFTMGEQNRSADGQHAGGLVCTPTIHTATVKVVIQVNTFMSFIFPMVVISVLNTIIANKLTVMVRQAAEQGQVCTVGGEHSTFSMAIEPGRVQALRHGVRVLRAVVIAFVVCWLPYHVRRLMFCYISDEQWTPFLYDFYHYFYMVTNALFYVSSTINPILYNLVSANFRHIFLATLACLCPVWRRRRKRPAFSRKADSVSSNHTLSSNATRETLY
GPR55 antagonists: GPR55 antagonists blocking LPI-driven arrestin recruitment, primary screen, imaging, U2OS, beta-arrestin-GFP, LPI agonist (AID 2013); inhibition, % at 10 µM, or IC50 in µM where a hit was titrated; U2OS GPR55 beta-arrestin-GFP translocation imaging, LPI antagonism; higher % means a stronger effect; 0.13% of 290,000 active;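 active means spots per cell inhibited over 60%, with over 100 cells counted and total cytoplasm intensity under 500,000; inconclusive means wells with under 100 cells, flagged as likely toxic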;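 further: U2OS cells stably carrying GPR55 and arrestin-GFP stimulated by 5 µM LPI near EC80; imaged beta-arrestin-GFP aggregate spots per cell after agonist stimulation; plate controls were LPI-stimulated DMSO wells for no effect and DMSO wells without LPI for full effect; some results filed as inactive read as strong as hits; confirmed hits need IC50 under 10 µM and bright autofluorescent wells are also inconclusive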
GPR35 arrestin U2OS: inhibition of zaprinast-stimulated GPR35 beta-arrestin translocation – imaging, U2OS, beta-arrestin-GFP, zaprinast agonist, primary screen (AID 2058); U2OS GPR35 beta-arrestin-GFP translocation imaging, zaprinast antagonism; higher % means a stronger effect; inhibition, % at 10 µM; hits with a dose series show IC50 in µM; 0.052% of 290,000 active;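 active means inhibition of at least 50% with at least 30 cells and total cytoplasm GFP at most 10,000,000; inconclusive means under 30 cells or total GFP of 10,000,000 plus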
SV40 large T antigen: SV40 large T antigen inhibitors, biochemical (AID 1903). 0.39% of 310,000 active. inhibition, % at 20 µM, or IC50 in µM where a hit was titrated. SV40 large T antigen ATPase/helicase inhibition assay; higher % means a stronger effect; in the data active means a potency from the dose series; inconclusive means inhibition mostly from about 32% at the one dose, without a potency; inactive means the rest, 99 in 100 with inhibition below about 32%; further: strong numbers were not always called active
NTR1 ag cell count 20 µM: recorded beside NTR1 ag, whose call it bears; cell count; measured here: cell count, cytotoxicity flag
NS5 inhibitors pilot replicate: recorded beside NS5 inhibitors, whose call it bears; inhibition, %; measured here: pilot screen replicate inhibition
Active calls of the source: *; i = inactive; ? = inconclusive; . = not tested or not shown.

SMILES	MgcRacGAP inhibition	AID2073	GPR55 activation	NS5 inhibitors	Yfh1-depleted yeast	NTR1 ag	NTR1 ag cell count 20 µM	GPR55 antagonists	GPR35 arrestin U2OS	SV40 large T antigen	others
Cc1ccc(SC[C@H](C)CN2CC[C@H](C(C)(C)C)CCC2=O)cc1	1.4%	0.2%	-0.3%	1.6%	.	6.1	48	-3.2%	0.2%	15.1%
COc1ccc(Nc2cc(C)c3ccc(O)cc3n2)cc1	15.9%	12.3%	0.0%	-2.3%	i	9.0	58	21.6%	-1.8%	20.7%
C/C(=N\NC(=O)COc1cc(C)cc(C)c1)c1ccc(N2CCOCC2)cc1	6.3%	-8.8%	0.2%	-15.6%	i	4.9	80	-1.2%	10.9%	-0.3%
Cc1sc2nc(-c3cccnc3)[nH]c(=O)c2c1-c1ccccc1	3.1%	45.4%	0.2%	2.3%	i	3.2	51	7.8%	-5.2%	7.1%
COc1ccc(NS(=O)(=O)c2ccc(-c3coc(C)n3)cc2)cc1	-2.1%	7.8%	-0.3%	-6.1%	.	1.5	66	-13.2%	1.1%	7.6%
O=C(O)CNC(=S)N(Cc1ccco1)Cc1ccccc1Cl	13.8%	35.6%	-0.2%	0.0%	i	0.3	54	-14.8%	-7.0%	5.3%
O=C(CCc1ccccc1)NCCc1nc2ccccc2[nH]1	4.6%	46.1%	-0.2%	-6.2%	i	-0.9	39	3.9%	-12.2%	14.8%
O=c1c(Cl)c(O)c2cccc3c4ccccc4n1c23	11.2%	83.8%	0.1%	10.6%	i	2.9	65	2.2%	25.0%	12.4%
CC(C)CNC(=O)c1cnn2c(C(F)(F)F)cc(C(F)(F)F)nc12	.	-1.7%	-0.2%	.	i	1.3	43	6.8%	10.1%	6.0%
Cc1nc(SCCOc2ccc(F)cc2)c2ccccc2n1	-1.6%	-2.6%	1.0%	11.8%	i	0.9	90	-11.8%	5.5%	5.5%
CCOC(=O)N1CCC(N2CC34C=CC(O3)C(C(=O)Nc3ccc(C(C)C)cc3)C4C2=O)CC1 (stereo unspecified)	-1.4%	4.5%	-0.2%	-0.7%	i	5.1	53	4.3%	-0.2%	19.8%
CCCCc1nc(C(N)=O)c2[nH]c(=O)n(-c3ccc(OC)cc3OC)c2n1	-3.4%	13.5%	0.2%	2.7%	.	0.0	64	-8.6%	9.7%	3.7%
CN1C/C(=C/c2ccsc2)C(=O)/C(=C/c2ccsc2)C1	8.6%	-4.9%	0.1%	1.8%	i	-0.8	106	12.3%	-6.2%	4.3%
Oc1ccc(/C=N/N2CCCCC2)c(O)c1	.	6.0%	-0.1%	-5.2%	.	-0.6	102	14.1%	-4.7%	20.5%
COc1ccc(CNC2CC(C)N(C)CC2C)cc1OC (stereo unspecified)	7.8%	-2.6%	0.3%	0.0%	.	-0.8	51	6.1%	-6.5%	10.1%	NS5 inhibitors pilot replicate=-3.1
Cc1ccc(-c2csc(NC(=O)N3CCOCC3)n2)cc1	7.5%	-4.9%	-0.1%	0.0%	i	3.4	46	-3.9%	-16.7%	7.4%
Cc1nn(-c2ccccc2)c(Oc2ccccc2)c1C=O	2.2%	-0.7%	0.4%	-5.5%	i	1.1	74	5.6%	-1.4%	10.6%
CCOc1ccc(NS(=O)(=O)c2ccc(OCC(=O)NCc3ccncc3)cc2)cc1	3.9%	12.5%	-0.1%	-0.3%	.	-0.8	65	0.3%	-11.8%	13.7%
CCOC(=O)c1ccc2nc(C)cc(Nc3cccc(C(=O)O)c3)c2c1	.	7.6%	-0.2%	.	.	-1.2	94	3.1%	-12.1%	10.9%
Cc1cc(OC(=O)c2cc(F)c(F)cc2Cl)nc(C)n1	6.1%	-5.1%	0.0%	4.2%	i	-0.1	87	11.2%	10.2%	9.3%
O=C(CSc1ccc(Br)cc1)N1CCN(C(=O)c2ccco2)CC1	0.4%	1.3%	0.7%	-9.6%	i	0.2	35	-10.4%	4.3%	20.6%
Cc1cc(N2CCN(C(=O)Nc3ccccc3C#N)CC2)c2ccccc2n1	10.3%	-0.7%	0.3%	-6.5%	.	2.5	68	14.5%	21.7%	8.0%	NS5 inhibitors pilot replicate=1.2
COc1cccc(CN2CCN(Cc3[nH]c4ccccc4c3C)CC2CCO)c1 (stereo unspecified)	2.8%	-8.6%	-0.1%	5.3%	i	-1.5	90	-12.6%	8.7%	1.2%
Cc1ccc(C)c(S(=O)(=O)Nc2ccc3oc(C)c(C(=O)O)c3c2)c1	7.4%	17.3%	0.7%	0.7%	.	0.6	60	15.6%	-2.9%	20.2%
Cc1nn(Cc2ccccc2)c(C)c1/C=N/NC(=O)CNc1cccc(C(F)(F)F)c1	5.8%	-2.1%	?	-4.5%	i	7.2	71	2.3%	9.2%	16.1%
COc1ccc2[nH]cc(C(=O)NCCc3ccccc3)c(=O)c2c1	9.6%	-1.4%	-0.3%	2.0%	.	1.5	72	7.8%	7.6%	4.5%	NS5 inhibitors pilot replicate=-0.3
COc1ccc(C2C(C#N)=C(N)Oc3cc(O)ccc32)cc1C (stereo unspecified)	-1.7%	10.2%	1.1%	-38.0%	.	1.6	63	-13.4%	-3.5%	32.5%
Cc1cc(C)cc(NC(=O)CCNS(=O)(=O)c2cc(Br)cnc2N)c1	0.1%	-0.7%	-0.2%	-11.0%	.	-0.7	54	19.6%	-1.7%	12.3%
COc1cc(C(CC(=O)Nc2ccc(C)cn2)N2Cc3ccccc3C2=O)cc(OC)c1OC (stereo unspecified)	10.0%	45.7%	0.3%	-5.9%	.	-1.2	85	1.1%	18.2%	0.5%
Cc1cc(C(=O)N2CCN(c3ccc([N+](=O)[O-])cc3)CC2)c(C)o1	6.7%	22.0%	-0.1%	-10.3%	.	1.4	76	7.2%	-2.6%	22.8%
COc1ccc(N2CCN(C3CCCN(Cc4ccccc4OCCO)C3)CC2)cc1 (stereo unspecified)	0.4%	6.9%	0.0%	-5.4%	.	-0.1	45	6.6%	-18.3%	14.2%
Cc1cccc(N2CCN(C(=O)C3CCC(=O)N(Cc4ccccc4F)C3)CC2)c1C (stereo unspecified)	-9.8%	5.3%	-0.2%	0.0%	.	-0.6	60	15.5%	-6.6%	2.3%
COc1ccccc1NC(=S)NNC(=O)c1nn(C)cc1Cl	10.8%	-28.8%	0.0%	-0.8%	i	-2.2	63	5.8%	1.5%	15.6%
O=C(NNc1ccc(Cl)cc1)c1c(F)cccc1Cl	12.1%	-5.2%	-0.2%	1.6%	i	1.6	41	6.7%	6.0%	18.9%
CN(Cc1c(C(=O)N/N=C/c2cccc(F)c2)nnn1-c1nonc1N)C1CCCCC1	-5.6%	9.3%	-0.2%	-3.6%	.	5.3	67	-13.5%	-7.6%	11.5%
O=C(Nc1cc([N+](=O)[O-])ccc1Cl)c1ccc2c(c1)OCO2	11.1%	-8.1%	-0.1%	-3.6%	i	1.9	85	-2.8%	13.4%	5.6%

Arranged by number of heavy atoms (ascending): part of the list above
SMILES	MgcRacGAP inhibition	AID2073	GPR55 activation	NS5 inhibitors	Yfh1-depleted yeast	NTR1 ag	NTR1 ag cell count 20 µM	GPR55 antagonists	GPR35 arrestin U2OS	SV40 large T antigen	others
Oc1ccc(/C=N/N2CCCCC2)c(O)c1	.	6.0%	-0.1%	-5.2%	.	-0.6	102	14.1%	-4.7%	20.5%
O=C(NNc1ccc(Cl)cc1)c1c(F)cccc1Cl	12.1%	-5.2%	-0.2%	1.6%	i	1.6	41	6.7%	6.0%	18.9%
Cc1cc(OC(=O)c2cc(F)c(F)cc2Cl)nc(C)n1	6.1%	-5.1%	0.0%	4.2%	i	-0.1	87	11.2%	10.2%	9.3%
COc1ccccc1NC(=S)NNC(=O)c1nn(C)cc1Cl	10.8%	-28.8%	0.0%	-0.8%	i	-2.2	63	5.8%	1.5%	15.6%
COc1ccc(C2C(C#N)=C(N)Oc3cc(O)ccc32)cc1C (stereo unspecified)	-1.7%	10.2%	1.1%	-38.0%	.	1.6	63	-13.4%	-3.5%	32.5%
CCOC(=O)c1ccc2nc(C)cc(Nc3cccc(C(=O)O)c3)c2c1	.	7.6%	-0.2%	.	.	-1.2	94	3.1%	-12.1%	10.9%
CCCCc1nc(C(N)=O)c2[nH]c(=O)n(-c3ccc(OC)cc3OC)c2n1	-3.4%	13.5%	0.2%	2.7%	.	0.0	64	-8.6%	9.7%	3.7%

Next structures:
SMILES	MgcRacGAP inhibition	AID2073	GPR55 activation	NS5 inhibitors	Yfh1-depleted yeast	NTR1 ag	NTR1 ag cell count 20 µM	GPR55 antagonists	GPR35 arrestin U2OS	SV40 large T antigen	others
O=C1ON=C(c2ccccc2)/C1=C/c1ccc(O)cc1	27.7%	16.1%	0.2%	42.0%	.	34.5	54	5.0%	0.6%	48.0%	NS5 inhibitors pilot replicate=20.8
C=C1CCN([C@@H](Cc2ccccc2)C(=O)NCCCc2ccccc2)S(=O)(=O)c2ccccc21	5.8%	.	.	-17.8%	i	-4.6	88	.	.	11.2%
O=C(O)/C=C/C(=O)N1N=C(c2ccco2)CC1c1ccco1 (stereo unspecified)	10.2%	4.0%	0.5%	1.3%	.	-1.2	91	7.4%	8.3%	16.6%
CCc1ccc(CN2CCN(c3ncccn3)CC2)cc1	26.2%	10.0%	0.0%	0.0%	.	0.6	61	15.5%	9.7%	3.5%
CCOc1ccc(OCC(=O)N2CCC3(CC2)CC(=O)c2ccccc2O3)cc1	4.7%	.	.	-6.5%	.	1.6	34	.	.	9.2%
CC(=O)c1c(N2CCCCC2)nc(=O)n(-c2ccccc2)c1C	4.0%	-1.1%	-0.4%	1.4%	i	-1.2	47	4.8%	7.5%	-0.4%
CCOC(=O)c1cnc2c(OC)cccc2c1N1CCN(c2ccccn2)CC1	2.7%	1.0%	-0.4%	-1.5%	i	4.0	40	4.3%	-10.2%	15.6%
CN(C(=O)Cn1cc(C(F)(F)F)cc(Cl)c1=O)C1CCS(=O)(=O)C1 (stereo unspecified)	6.9%	.	.	1.4%	.	0.4	62	.	.	5.5%
